LAP4-GFP MLPCN: modulators of TOR pathway LAP4-GFP in S. cerevisiae | hit rate 0.34% among 320,000 | AID 2023 | S. cerevisiae LAP4-GFP multiplex, flow cytometry GFP, 3 h; median GFP as percent of DMSO wells | GFP response vs DMSO, % at 10 µM;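 active = GFP response vs DMSO above a set limit, about the screen mean plus 3 SD, cut at about 150% in these data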
JMJD2C inh: blocks human GASC-1 demethylase activity; Q9H3R0; GST-JMJD2C(1-420) H3K9me3 demethylation, DELFIA europium; inhibition, % at 2.35 µM; hit rate 0.069% among 330,000;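 active = more than half of a compound's replicate wells show inhibition beyond 50%, single wells judged on their own value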;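 also: signal counts dimethyl H3K9 product captured on neutravidin plate; 0% = median of DMSO wells and 100% = 0.3 times that DMSO median; strong numbers were not always called active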
procasp7 counter: counter-screen: procaspase-7 (human) activation; activation, % at 8.5 µM; hit rate 0.093% among 330,000; recombinant procaspase-7, Ac-DEVD-pNA absorbance 405 nm; D23A/D198A/D206A triple mutant, cannot self-cleave; scale: DMSO 0, 5 µM enzyme 100;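 active = percent activation above the screen-wide mean plus 3 SD, cut at about 25% in these data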
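Test system: Procaspase-7 triple mutant (PC-7 D3A). Also added: Ac-DEVD-pNA substrate, 400 µM as added. Schedule: 1 h enzyme–compound preincubation and 2 h substrate reaction, both 25 °C. Signal: p-Nitroaniline absorbance at 405 nm, read at 0 and 120 min. Control set: low DMSO alone, high DMSO plus 5 µM PC-7.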
RPL19A TOR yeast: alters RPL19A-GFP fluorescence in TOR pathway yeast screen. percent response vs DMSO, % at 10 µM. S. cerevisiae RPL19A-GFP strain, flow cytometry, 3 h; stronger effect = lower value. AID 2025. hit rate 0.3% among 330,000;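 active = percent response vs DMSO below 50%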;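 also: median channel GFP fluorescence of the barcoded RPL19A-GFP strain; ratio of sample median GFP to plate DMSO average so 100% = DMSO; lower means less RPL19A-GFP as with rapamycin TOR inhibition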
Yeast superoxide: yeast age-related superoxide inhibition as caloric restriction mimetic | S. cerevisiae aged cells, superoxide DHE fluorescence; stronger effect = lower value | superoxide response (% of plate mean), % at 10 µM | hit rate 0.18% among 330,000;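 active = superoxide response under a set limit, about three screen SD below normal, cut at about 65% in these data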;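 also: yeast aged for seven days with compound at 30 °C before DHE staining; 100% = average MFI of all compound-treated wells on the plate with controls excluded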
AHR act: human AHR activation; P35869; AHR-responsive luciferase reporter cells, luminescence; activation, % at 5 µM; hit rate 2.5% among 320,000; AID 2796; in the data active = activation above about 47%;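 also: 0% = vehicle wells and 100% = reference agonist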
Target sequence (P35869 whole entry, looked up): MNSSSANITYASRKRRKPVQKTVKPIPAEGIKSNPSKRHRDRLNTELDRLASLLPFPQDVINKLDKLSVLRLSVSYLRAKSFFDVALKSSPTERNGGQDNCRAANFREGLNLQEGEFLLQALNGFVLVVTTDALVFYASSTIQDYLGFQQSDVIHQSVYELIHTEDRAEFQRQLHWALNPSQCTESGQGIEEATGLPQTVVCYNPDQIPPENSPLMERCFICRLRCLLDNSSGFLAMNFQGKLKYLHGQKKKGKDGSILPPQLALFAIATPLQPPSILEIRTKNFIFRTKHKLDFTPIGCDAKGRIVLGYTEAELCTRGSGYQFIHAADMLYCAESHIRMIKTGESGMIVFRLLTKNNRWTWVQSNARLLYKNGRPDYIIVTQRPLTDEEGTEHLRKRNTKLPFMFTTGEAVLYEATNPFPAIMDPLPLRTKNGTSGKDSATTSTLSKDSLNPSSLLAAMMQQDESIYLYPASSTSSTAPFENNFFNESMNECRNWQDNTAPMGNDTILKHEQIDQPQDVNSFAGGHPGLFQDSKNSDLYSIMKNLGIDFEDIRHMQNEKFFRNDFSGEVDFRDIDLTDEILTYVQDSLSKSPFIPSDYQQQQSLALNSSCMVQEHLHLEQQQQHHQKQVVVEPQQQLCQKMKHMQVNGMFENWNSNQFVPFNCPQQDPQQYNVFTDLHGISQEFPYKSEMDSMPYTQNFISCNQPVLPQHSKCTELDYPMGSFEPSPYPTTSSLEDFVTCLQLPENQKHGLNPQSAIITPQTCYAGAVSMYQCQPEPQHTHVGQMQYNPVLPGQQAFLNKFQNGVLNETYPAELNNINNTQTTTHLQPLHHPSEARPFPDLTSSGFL
proCasp3 act: activators of human procaspase-3. activation, % at 8.5 µM. recombinant procaspase-3 D3A, Ac-DEVD-pNA absorbance 405 nm. hit rate 0.11% among 330,000. P42574;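 active = activation above the mean of all tested compounds plus 3 SD, cut at about 21% in these data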;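 also: 0% = DMSO alone and 100% = DMSO wells spiked with extra 5 µM PC-3 D3A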
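material = Procaspase-3 D3A mutant | probe or stimulus = Ac-DEVD-pNA | compound = single dose, 8.5 µM nominal compound, 0.8% DMSO | timing = 1 h preincubation, 2 h reaction | measured by = 405 nm absorbance of p-nitroaniline, reads at 0 and 120 min | benchmarks = DMSO-only low control, 5 µM PC-3 D3A high control | repeats = singlicate, each compound tested once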
MEP2-GFP yeast: alters MEP2-GFP fluorescence in TOR pathway yeast screen. S. cerevisiae MEP2-GFP strain, flow cytometry GFP, 3 h; 100% = DMSO control level. GFP response vs DMSO, % at 10 µM. hit rate 0.51% among 330,000;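 active = GFP response versus DMSO above a set limit, roughly screen mean plus 3 SD, cut at about 180% in these data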;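 also: median GFP fluorescence of the barcode-gated MEP2-GFP cells per well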
An asterisk follows results filed as active; . = no result given; [ ] = another dose, or the depositor's remark.

SMILES	LAP4-GFP MLPCN	JMJD2C inh	procasp7 counter	RPL19A TOR yeast	Yeast superoxide	AHR act	proCasp3 act	MEP2-GFP yeast
O=S(=O)(c1ccc2ccccc2c1)N1CCN=C1SCc1cccnc1	104	-7	3	106	103	1	-1	105
Cc1ccc(S(=O)(=O)NCCC(c2ccc(F)cc2)c2ccco2)cc1 (stereo not given)	116	-5	2	105	105	0	2	136
[O-]/[N+](=C/c1ccc(F)cc1)c1ccccc1	90	6	-2	103	87	4	3	100
CC1=NN(c2ccc(C)cc2C)C(=O)C1C(c1ccccc1)C1C(=O)N(c2ccc(C)cc2C)N=C1C (stereo not given)	96	38	-6	94	104	1	0	95
CSc1cccc(CN2CCN(Cc3ccccc3)C(CCO)C2)c1 (stereo not given)	94	-11	3	100	84	4	6	95
O=C(N[C@@H]1C/C=C\C[C@H](CC(=O)N(CCO)Cc2ccccc2)C(=O)N[C@@H](Cc2c[nH]c3ccccc23)COC1=O)OCC1c2ccccc2-c2ccccc21	.	5	-3	86	97	7	8	86
COC(=O)c1cc(Br)ccc1NC(=O)Nc1ccccc1	100	8	2	105	95	0	0	106
Cc1cccc(NC(=O)COC(=O)CCc2c[nH]c3ccccc23)c1C	110	-34	10	104	122	7	4	98
O=C(Cc1ccc([N+](=O)[O-])cc1)Nc1cccc(C(=O)N2CCOCC2)c1	83	3	7	95	103	-1	2	92
COc1ccccc1OCCCC(=O)NC(C)c1ccccc1 (stereo not given)	98	-23	0	101	98	11	6	105
Cc1cccc(NC(=O)CSc2nnc(-c3cc(C)[nH]n3)n2N)c1	100	-11	9	99	129	5	7	101
O=C1CC(N2CCN(c3ccccc3)CC2)C(=O)N1c1ccc2c(c1)OCCO2 (stereo not given)	104	0	-26	98	113	6	-23	96
C/C(=N\NC(=O)c1cccc(S(=O)(=O)N2CCCC2)c1)c1ccccc1F	99	-21	-4	98	111	6	-13	97
O=C1c2ccccc2C(=O)N1CCCC(=O)N1CCCc2ccccc21	99	-4	0	99	96	5	-10	98
CCCc1nc2ccccc2c(=O)n1N	99	-17	3	100	108	1	2	105
CCOc1ccc2c(O)csc2c1	98	-11	-22	100	87	2	-17	102
CCc1ccc(C2c3[nH]c4ccccc4c3CCN2C(=O)c2ccc(=O)n(C)n2)cc1 (stereo not given)	101	25	0	96	101	16	0	98
CC(=O)c1cccc(NC(=O)c2cnn3ccccc23)c1	102	-8	8	94	78	14	4	98
CC1(C)Cc2cccc(OCC(=O)OCc3nnc(-c4ccccc4)o3)c2O1	99	-1	8	94	133	-1	11	102
Cc1[nH][nH]c(=O)c1C(c1ccc2c(c1)OCO2)c1c(C)[nH][nH]c1=O	116	-38	-6	92	107	0	-1	96
COc1ccc(Nc2nc(OC)nc(OC)n2)cc1	112	-8	3	98	105	7	-3	97
CCOC(=O)CSc1cc(C)nc(NC(C)=O)n1	105	10	-10	103	95	4	-1	97
Clc1cccc(CSc2nnc(-c3c[nH]c4ccccc34)o2)c1	84	-6	2	99	110	52*	-1	96
COc1ccc(CCNC(=O)COC(=O)Cn2cnc3ccccc3c2=O)cc1	107	3	3	102	106	0	7	104

Individual results from the results shown:
MEP2-GFP yeast result of O=S(=O)(c1ccc2ccccc2c1)N1CCN=C1SCc1cccnc1 = 105
MEP2-GFP yeast result of CC1(C)Cc2cccc(OCC(=O)OCc3nnc(-c4ccccc4)o3)c2O1 = 102

The results go on:
SMILES	LAP4-GFP MLPCN	JMJD2C inh	procasp7 counter	RPL19A TOR yeast	Yeast superoxide	AHR act	proCasp3 act	MEP2-GFP yeast
COc1cccc(OCc2cc(C(=O)N(C)CCOc3ccc(C)cc3)no2)c1	87	.	10	102	95	10	-6	104
COc1ccc(C(=O)Nc2ccc(S(=O)(=O)N3CCCCC3)cc2)cc1	110	-4	17	99	102	0	9	102
CCc1ccccc1NC(=S)NC1CC2CCC(C1)N2Cc1ccc(F)cc1 (stereo not given)	109	-9	2	112	91	2	2	107
O=S(=O)(Nc1nc2ccc(S(=O)(=O)N3CCCCC3)cc2s1)c1ccccc1	97	7	-3	101	115	0	-1	105
CCCCn1c2nc3ccccc3nc2c2c(=O)n(-c3ccccc3)cnc21	87	4	-2	104	94	4	-2	105
CC(C)(C)C(=O)NC(c1ccccc1)c1c(O)ccc2ccccc12 (stereo not given)	99	1	6	99	100	2	-3	98
CCOC(=O)C1CCCN(C(=O)/C=C/c2ccc(Cl)cc2)C1 (stereo not given)	89	-6	7	97	115	2	-6	95
CSc1nc2ccc(NC(=O)NC(=O)c3c(F)cccc3F)cc2s1	117	-2	-4	102	90	-1	5	104
OC1CCN(Cc2ccc3ccccc3c2)CC1	97	6	.	101	101	.	.	105
CCn1c(C)c(C(C)=O)c(N2CCCC2)nc1=S	102	7	-11	100	98	1	9	104
Cc1ccc(C)c(SCC(=O)NNC(=O)c2csc(N3CCOCC3)n2)c1	97[may fluoresce green]	0	5	103[may fluoresce green]	101	1	5	103[may fluoresce green]
Cc1cc(C(=O)Nc2ccccc2)c2ccccc2n1	81	1	2	104	103	34	-1	98
CCn1c(SCc2cccc(C(F)(F)F)c2)nnc1-c1ccco1	92	-25	3	96	109	0	6	103
Fc1cccc(CNc2ncnc3cc(Cl)ccc23)c1F	111	8	14	104	94	49*	4	112
NC(=O)COc1ccccc1	118	-11	-8	102	101	-1	-13	103
COC(=O)C(Cc1ccc(O)cc1)NC(=O)c1ccccc1 (stereo not given)	96	3	-9	97	103	-1	-1	103
COC(=O)c1sccc1NC(=O)c1cccc(F)c1	107	-4	-7	100	86	4	3	101
COc1ccc(C)cc1NC(=O)CSc1cccc[n+]1[O-]	99	5	12	99	89	5	3	97
Cc1ccc(NC(=O)C2OCCc3ccccc32)cc1C (stereo not given)	110	-1	1	94	109	7	0	91
Cc1ccc(S(=O)(=O)N2CCOCC2)cc1C(=O)N(C)CCOc1ccc(Cl)cc1	107	0	-6	99	102	0	9	99
CCOC(=O)Cn1c2c(c(=N)c3c1CCC3)CCCC2	93	3	2	104	100	-4	-9	102
Fc1ccc(N2CN(Cc3cccnc3)CNC2=S)cc1	101	.	4	94	94	-1	1	97
COc1ccc(C2CC(c3cccs3)=NN2C(=O)COC(=O)c2cncc(Br)c2)cc1OC (stereo not given)	100	4	-2	102	95	3	4	98
O=C(CCN1C(=O)c2ccccc2C1=O)NC(=S)Nc1ccccc1	89	2	-8	107	104	12	7	105

Some entries already given, limited to proCasp3 act and LAP4-GFP MLPCN:
SMILES	proCasp3 act	LAP4-GFP MLPCN
C/C(=N\NC(=O)c1cccc(S(=O)(=O)N2CCCC2)c1)c1ccccc1F	-13	99
Cc1ccc(S(=O)(=O)NCCC(c2ccc(F)cc2)c2ccco2)cc1 (stereo not given)	2	116

More results:
SMILES	LAP4-GFP MLPCN	JMJD2C inh	procasp7 counter	RPL19A TOR yeast	Yeast superoxide	AHR act	proCasp3 act	MEP2-GFP yeast
COCCCNC(=O)C1=CCN(S(=O)(=O)c2ccc(C)cc2)CC1	92	20	12	97	89	0	1	103
CCOC(=O)C1=C(c2ccccc2)NC(=O)N(C(C)=O)C1c1cccc([N+](=O)[O-])c1 (stereo not given)	95	0	0	100	80	0	4	96
NNC(=O)CS(=O)(=O)c1ccc(Cl)cc1	109	2	3	96	101	0	-6	88
COc1ccc(C(=O)O)cc1NS(=O)(=O)c1cccc2nsnc12	95	3	8	100	104	10	6	108
O=C1COc2ccc(NC(=O)N3CCN(c4ccc(F)cc4)CC3)cc2N1	110	-12	-4	97	132	0	1	100
Cc1cc(=O)[nH]c2nnnn12	100	-8	0	95	109	1	9	95
O=C(C1CCN(S(=O)(=O)c2c(Cl)cccc2Cl)CC1)N1CCCCCCC1	95	-21	2	95	131	-2	-12	92
Nc1nc(C2CCCN2S(=O)(=O)c2ccc(Cl)cc2)cs1 (stereo not given)	81	-43	6	95	100	3	-9	95
O=C(N1CCOCC1)N(CCN1CCOCC1)Cc1cccc(Cl)c1	98	4	2	102	92	-1	-3	112
CN(C)C1(CNC(=O)Nc2ccccc2)CCCCC1	86	1	13	102	105	0	-3	98
CCN(CC)c1ccc(S(=O)(=O)N2CCOCC2)cc1NC(=O)CSc1nnc(N)s1	100	-8	3	106	96	6	-5	104
Cc1nonc1OC(C)CNc1ccc([N+](=O)[O-])cc1 (stereo not given)	111	4	1	97	102	-1	-6	97

AHR act: hit marks shown above
SMILES,LAP4-GFP MLPCN,JMJD2C inh,RPL19A TOR yeast,AHR act,proCasp3 act,MEP2-GFP yeast
Clc1cccc(CSc2nnc(-c3c[nH]c4ccccc34)o2)c1,84,-6,99,52*,-1,96
Fc1cccc(CNc2ncnc3cc(Cl)ccc23)c1F,111,8,104,49*,4,112

7 compounds drawn at random from those above, as already listed:
SMILES	LAP4-GFP MLPCN	JMJD2C inh	procasp7 counter	RPL19A TOR yeast	Yeast superoxide	AHR act	proCasp3 act	MEP2-GFP yeast
O=C1COc2ccc(NC(=O)N3CCN(c4ccc(F)cc4)CC3)cc2N1	110	-12	-4	97	132	0	1	100
Nc1nc(C2CCCN2S(=O)(=O)c2ccc(Cl)cc2)cs1 (stereo not given)	81	-43	6	95	100	3	-9	95
O=C(N1CCOCC1)N(CCN1CCOCC1)Cc1cccc(Cl)c1	98	4	2	102	92	-1	-3	112
COCCCNC(=O)C1=CCN(S(=O)(=O)c2ccc(C)cc2)CC1	92	20	12	97	89	0	1	103
O=C(C1CCN(S(=O)(=O)c2c(Cl)cccc2Cl)CC1)N1CCCCCCC1	95	-21	2	95	131	-2	-12	92
NNC(=O)CS(=O)(=O)c1ccc(Cl)cc1	109	2	3	96	101	0	-6	88
CCOC(=O)C1=C(c2ccccc2)NC(=O)N(C(C)=O)C1c1cccc([N+](=O)[O-])c1 (stereo not given)	95	0	0	100	80	0	4	96

Later entries
SMILES	LAP4-GFP MLPCN	JMJD2C inh	procasp7 counter	RPL19A TOR yeast	Yeast superoxide	AHR act	proCasp3 act	MEP2-GFP yeast
O=C(COC(=O)c1cc([N+](=O)[O-])ccc1NCCO)Nc1ccc2c(c1)OCO2	94	4	-7	105	97	14	-2	102
Cc1cc2nc(C)n(CCCNC(=O)Nc3ccc(C#N)cc3)c2cc1C	97	1	6	98	85	0	1	105
COc1cccc(NC2c3ccccc3C(=O)N2Cc2ccco2)c1 (stereo not given)	98	-5	9	94	111	1	-7	96
O=C(N=C1SC2CS(=O)(=O)CC2N1Cc1ccccc1)C1CCCO1 (stereo not given)	92	-4	9	99	107	2	-1	87
CC1CCCC(NC(=O)CCn2c(=O)oc3ccccc32)C1C (stereo not given)	105	-2	4	103	101	-2	8	110
COc1cc(/C=C2/C(=N)N3C(SC)=NSC3=NC2=O)ccc1OC(=O)c1ccco1	88	5	1	104	90	1	5	88
